Screening data from PubChem BioAssay.
L3MBTL1 inh = qHTS Assay for the Inhibitors of L3MBTL1; Lethal(3)malignant brain tumor-like protein 1 (Homo sapiens), Q9Y468; AlphaScreen L3MBTL1–H3K9me1 peptide binding; Potency, µM (series often up to 57.1 µM), without a hit: top-dose activity, negative = inhibition, most hits filed as inhibitors; 0.66% of 230,000 active; AID 485360, 2010; active = well fitted inhibition curve with a large enough effect; inconclusive = small, poorly fitted or top-dose-only effect; inactive = no such curve, though single readings can be large or run the other way; note: nearly all actives have a fitted effect of over 60% in size
Target sequence (Q9Y468 whole entry, looked up): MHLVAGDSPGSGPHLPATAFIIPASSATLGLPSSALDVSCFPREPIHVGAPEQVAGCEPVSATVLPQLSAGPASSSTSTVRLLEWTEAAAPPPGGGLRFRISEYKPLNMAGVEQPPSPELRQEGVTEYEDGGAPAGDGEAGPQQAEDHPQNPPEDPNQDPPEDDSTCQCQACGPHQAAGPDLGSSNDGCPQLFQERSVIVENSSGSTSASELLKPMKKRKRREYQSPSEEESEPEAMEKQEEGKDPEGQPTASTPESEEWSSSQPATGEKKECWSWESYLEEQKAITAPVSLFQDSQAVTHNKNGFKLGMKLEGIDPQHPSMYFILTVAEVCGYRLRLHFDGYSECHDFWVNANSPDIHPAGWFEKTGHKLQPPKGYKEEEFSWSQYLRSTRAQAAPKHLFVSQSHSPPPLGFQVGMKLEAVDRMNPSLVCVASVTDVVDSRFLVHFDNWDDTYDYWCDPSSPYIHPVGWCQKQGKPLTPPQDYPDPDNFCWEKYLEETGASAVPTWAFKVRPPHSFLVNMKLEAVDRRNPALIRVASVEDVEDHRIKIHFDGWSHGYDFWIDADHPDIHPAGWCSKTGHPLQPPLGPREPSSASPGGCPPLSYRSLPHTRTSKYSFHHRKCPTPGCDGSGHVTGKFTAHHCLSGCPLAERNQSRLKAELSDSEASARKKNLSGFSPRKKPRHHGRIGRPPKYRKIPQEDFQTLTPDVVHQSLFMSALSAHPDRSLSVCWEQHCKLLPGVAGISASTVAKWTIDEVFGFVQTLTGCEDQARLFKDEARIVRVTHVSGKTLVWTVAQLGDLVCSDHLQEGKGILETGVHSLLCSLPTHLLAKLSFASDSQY
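Read-out is AlphaScreen signal from streptavidin donor and nickel chelate acceptor beads (10 ug/mL final each) bridging L3MBTL1 (50 nM) and biotinylated K9-monomethylated H3(1-15) peptide (75 nM), after 30 min compound exposure at room temperature.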
Starred values were filed as active, the others as inactive; ? = inconclusive; [ ] = dose if it differs, or a comment. % is set by controls: 0 for no effect and ±100 for the full control effect; potency is the fitted concentration of half-maximal effect.

SMILES	L3MBTL1 inh
COc1ccccc1NS(=O)(=O)c1ccc(C(=O)NCCCN2CCCC2=O)cc1	12%
COc1ccc(NS(=O)(=O)c2cccc(C(=O)NNC(=O)c3ccccc3O)c2)cc1	9%
CC(C)n1nc(C(=O)Nc2cccc(S(=O)(=O)N3CCOCC3)c2)c2ccccc2c1=O	-2%
COc1ccc(Nc2nc(-c3sc(C)nc3C)cs2)cc1	-10%
CCOc1ccccc1N1CCN(C(=O)c2c(CC)noc2C)CC1	2%
O=C(NC1C2CC3CC(C2)CC1C3)C1CCCCC1 (stereo not drawn)	10%
O=S(=O)(c1cccc(-c2n[nH]c(=S)n2-c2cccc(C(F)(F)F)c2)c1)N1CCOCC1	2%
CCc1ccc(-n2nc3cc(C)c(N)cc3n2)cc1	8%
C[C@@H]1CN([C@H](C)CO)C(=O)c2cc(NC(=O)C3CCCCC3)ccc2O[C@@H]1CN(C)Cc1ccncc1	2%
CC(C)C[C@H]1CN=C(Nc2ccccc2)N1CC(C)C	-1%
COc1ccc(C(CNC(=O)c2ccc(S(=O)(=O)N3CC(C)CC(C)C3)cc2)N(C)C)cc1 (stereo not drawn)	?
CC(=O)Nc1ccc(S(=O)(=O)Nc2cc(Cl)ccc2N2CCOCC2)cc1	1%
CC(C)(C)C(=O)N1CCN(S(=O)(=O)c2ccc3c(c2)OCCCO3)CC1	2%
CC1(C)CC(=O)C=C(NC2CCCC(O)C2)C1 (stereo not drawn)	10%
COCCCn1c(SC(C)C(=O)NC2CC2)nc2ccccc2c1=O (stereo not drawn)	3%
COc1ccc(C2=CN3CCCCC3CC2=O)cc1OC (stereo not drawn)	-5%
CCN(C[C@H]1N[C@@](Cc2ccccc2)(C(=O)OC)[C@H]2C(=O)N(Cc3ccccc3)C(=O)[C@@H]12)C(C)=O	3%
O=C(c1c(O)cc(O)cc1O)C1c2c(cc(O)c3c2O[C@H](c2ccc(O)cc2)[C@@H](O)C3)OC1c1ccc(O)cc1 (stereo partly drawn)	?
O=C(NC1CCN(S(=O)(=O)c2ccc(F)cc2)CC1)c1ccc(F)cc1	-1%
O=C(CNS(=O)(=O)c1c(F)cccc1F)NC1CCCc2ccccc21 (stereo not drawn)	-3%
Cc1cccc(NC(=O)c2cccc(NC3=NC4CS(=O)(=O)CC4S3)c2)c1 (stereo not drawn)	-2%
Cc1ccc2c(c1)c1c3n2CCN(C=O)C3CCC1 (stereo not drawn)	-14%
CCN(CC(=O)Nc1c(F)cccc1F)C(=O)CNC(=O)C1CCCCC1	1%
CCN1CCN(S(=O)(=O)c2ccc(Cl)c(C(=O)Nc3ccccc3N3CCCCC3)c2)CC1	-15%
Cc1ccc(CC(=O)NNC(=O)c2ccncc2)cc1C	4%
NS(=O)(=O)c1cccc(NC(=O)COC(=O)CSCc2ccccc2)c1	34%[activator]
COc1ccccc1C(=O)NC(=O)COC(=O)c1ccc([N+](=O)[O-])cc1Cl	-1%
Cc1ccc(S(=O)(=O)Nc2ccc(Nc3ccccc3)cc2)cc1	-14%
Cc1ccc(C)c(SCC(=O)NCC(c2ccco2)N2CCCCC2)c1 (stereo not drawn)	-4%
O=S(=O)(NCCC1=CCCCC1)c1ccccc1Cl	13%
O=C(COC(=O)c1ccc(Br)c(S(=O)(=O)N2CCOCC2)c1)NC1CC1	9%
CC1C(=O)N2CCCc3cc(NC(=O)C(=O)NCCc4ccccc4)cc1c32 (stereo not drawn)	-4%
Nn1c(SCC(=O)NCCc2ccc(S(N)(=O)=O)cc2)nnc1C1CCCCC1	-1%
C=CC[C@@H](CC(=O)OC(C)(C)C)C(=O)OC[C@@H]1CCCN1C(=O)[C@@H](CC=C)CC(=O)N[C@@H](CO)Cc1ccccc1	1%
O=C(c1cccnc1)N1CCN(C(=O)c2cccc(Cl)c2)CC1	0%
Cc1ccccc1S(=O)(=O)N1[C@@H](c2ccc(F)cc2)C(C(=O)O)=CC[C@H]1c1ccc(Cl)cc1	1%
COc1ccc(CNC(=O)COc2cc3c(c4oc(=O)cc(C)c24)CCC(C)(C)O3)cc1	0%
COc1ccc(S(=O)(=O)N2CCN(C)CC2c2ccccc2)cc1 (stereo not drawn)	4%
COc1cc(CNC2CCCCCCC2)ccc1OCC(N)=O	-2%
CCN(C(=O)COC(=O)c1ccc2c(c1)OCO2)c1ccccc1	19%
COC(=O)Cc1ccc(NC(C)=O)cc1	-3%
COc1ccc(C(=O)Nc2ccc3[nH]ncc3c2)cc1OC	5%
O=C(CCNC(=O)c1ccc([N+](=O)[O-])cc1)NCC1COc2ccccc2O1 (stereo not drawn)	8%
CC(=O)Nc1ccc(NC(=O)C(C)OC(=O)/C(C#N)=C/c2ccc(N(C)C)cc2)cc1 (stereo not drawn)	-1%
CCN(C(=O)CN1CCC(C(=O)OC)CC1)c1c(N)n(Cc2ccccc2)c(=O)[nH]c1=O	1%
COc1ccc(C(=O)NCCS(=O)(=O)N2CCc3ccccc3C2)cc1OC	10%
CCN(CC)C(=O)[C@H]1C[C@H](CC(=O)NCc2ccc(OC)c(OC)c2)C(=O)N2CCc3c([nH]c4cc(CCC(=O)N(C)C)ccc34)[C@]12C	-5%
Cc1ccc2c(c1)C(=O)N1[C@H]3c4cc(Br)ccc4OC[C@@H]3[C@H](c3ccccc3)[C@]1(C)C(=O)N2	-6%
Cc1ccc(S(=O)(=O)N2CCCCC2)cc1NC(=O)CSc1nc(N)cc(=O)[nH]1	-3%
CSCCC(NC(=O)c1ccc(Cl)cc1Cl)C(=O)NNC(=O)c1ccncc1 (stereo not drawn)	1%
(continued)
SMILES	L3MBTL1 inh
CCCOc1ccc(Oc2ccc(S(=O)(=O)N3CCN(C)CC3)cn2)cc1	-6%
COc1cc(C)c(Cl)cc1S(=O)(=O)N1CCSC1	-8%
Cc1cc(SCC(=O)N(C)C2CCCCC2)nc2ccccc12	-2%
O=C(Nc1cc(Cl)cc(Cl)c1)c1cccnc1	7%[2.29 µM]
CC[C@@]12C(=O)N(c3cccc(Br)c3)C(=O)N1[C@H](c1ccc(Cl)cc1)[C@@H]1C(=O)N(C3CCCCC3)C(=O)[C@@H]12	-2%
CCOc1cccc(C(=O)NC2=NCCS2)c1	43%[activator]
O=C(NN=C1CCCC1)c1cccc(Br)c1	-3%
Cc1c(NS(=O)(=O)c2cccc(C(=O)Nc3cccc(F)c3)c2)c(=O)n(-c2ccccc2)n1C	0%
COc1ccc(COC(=O)C2=C(C)NC(=O)NC2c2ccc(O)cc2)cc1 (stereo not drawn)	-8%
Cc1ccc(OCCSc2nc3ccccc3n2CC(=O)O)cc1	-28%
CCCCCCCCCCOC(=O)Cn1c(COc2ccccc2OC)[n+](C)c2ccccc21	4%
CCOc1ccc(S(=O)(=O)N2CCCCC2)cc1NC(=O)CN1CCCC1c1cccs1 (stereo not drawn)	-5%
CCN(C[C@H]1N[C@@](CC)(C(=O)OC)[C@H]2C(=O)N(Cc3ccccc3)C(=O)[C@@H]12)S(=O)(=O)c1ccc(C)cc1	3%
COc1ccccc1NCCC(=O)OCC(=O)Nc1cc([N+](=O)[O-])ccc1F	-7%
N#CCCN1CCN(S(=O)(=O)c2ccc3c(c2)CCC3)CC1	5%
O=C1CC2(CCN(C(=O)c3cccc(F)c3)CC2)Oc2ccccc21	8%
Cc1ccc(C(=O)OCC(=O)c2c[nH]c3ccccc23)cc1S(=O)(=O)N1CCOCC1	-1%
COc1cc(C(=O)Nc2ccc3c(c2)nc(C)n3C)cc(OC)c1OC	3%
CCN1C(=O)[C@H]2[C@@H](c3ccc(-c4cccc(Cl)c4)cc3)N[C@@](Cc3ccccc3)(C(=O)OC)[C@H]2C1=O	-6%
O=C(N/N=C/c1ccccn1)c1ccc([N+](=O)[O-])cc1Cl	0%[2.29 µM]
CC[C@]12c3[nH]c4cc(-c5ccco5)ccc4c3CCN1C(=O)[C@@H](CC(=O)NCc1ccc(OC)c(OC)c1)C[C@@H]2C(=O)N1CCN(C(=O)c2ccco2)CC1	-16%
CCCn1c(SCC(=O)N2CCc3ccccc32)n[nH]c1=O	-5%
CCCN(CC(=O)Nc1ccccc1C)C(=O)Cc1cccs1	1%
O=C(CCc1nc2sc3c(c2c(=O)[nH]1)CCCC3)NCCc1ccccc1	?
CCc1noc(C)c1C(=O)N1CCN(S(=O)(=O)c2ccc(C(C)C)cc2)CC1	8%
CCOc1ccc(OCCC(=O)N(CCCOC)c2c(N)n(Cc3ccccc3)c(=O)[nH]c2=O)cc1	-13%
CC1CC(C)(C)CC2(C1)NC(=O)N(CC(=O)NCc1ccccc1F)C2=O (stereo not drawn)	-1%
C[C@H](CO)N1C[C@H](C)[C@@H](CN(C)S(=O)(=O)c2cccs2)Oc2ccc(NC(=O)Cn3cnnn3)cc2C1=O	5%
OCC[C@@H]1C[C@H](O)[C@@H](O)[C@@]2(OCCc3ccccc32)O1	-1%
COc1ccc(Cl)cc1NC(=O)C1CCCN(S(C)(=O)=O)C1 (stereo not drawn)	0%
Cc1cc(C)n2nc(CNS(=O)(=O)c3ccc(F)c(C)c3)nc2n1	1%
O=C(CCN1C(=O)C2CC=CCC2C1=O)Nc1cc(C(F)(F)F)ccc1N1CCCC1 (stereo not drawn)	6%
COc1ccc(-c2csc(NCCn3c(C)nc4cc(C(F)(F)F)ccc43)n2)cc1	-4%
Cc1ccc(N(CCC#N)C(=O)COC(=O)C2CCN(S(=O)(=O)c3ccc4c(c3)OCCO4)CC2)cc1	-1%
NCCCC[C@@H](C(=O)NCCCCCCCCCCC(=O)N1CCNCC1)n1cc(CCCC(=O)O)nn1	5%
CCc1ccc(NC(=O)CSc2nc3ccccc3nc2N2CCCCC2)cc1	-4%
CCC1(c2ccccc2)NC(=O)N(CC(=O)N2CCc3ccccc32)C1=O (stereo not drawn)	-8%
COc1ccccc1C(CNC(=O)c1ccc(C)c(S(=O)(=O)N2CCCCC2)c1)N(C)C (stereo not drawn)	6%
COc1cccc(-c2sc3ccc(OC)cc3c2C#CCC(C)O)c1 (stereo not drawn)	12%
CNC[C@H]1Oc2ccc(NC(=O)Nc3ccc4c(c3)OCO4)cc2C(=O)N([C@H](C)CO)C[C@@H]1C	-8%
CCC(=O)Nc1ccc(CCC(=O)N2CCCC2)cc1	-1%
CCOC(=O)c1cnc2oc3ccccc3n2c1=O	24%
CCOC(=O)c1cc(CC)sc1NC(=O)CN1C(=O)C(=O)N(CC(C)C)C1=O	3%
COc1cc(C(=S)N2CCN(C(c3ccccc3)c3ccccc3)CC2)cc(OC)c1O	-17%
CC(C)(C)c1ccc(OCC(=O)Nc2ccncc2)cc1	-3%
COc1cccc(NC(=O)CN(C)C(=O)CCCc2nc3ccccc3s2)c1	6%
C=CC[C@H](CC(=O)N[C@H](CO)Cc1ccccc1)C(=O)N[C@H](COC(=O)[C@@H](CC=C)CC(=O)OC(C)(C)C)Cc1c[nH]c2ccccc12	-6%
CCN(Cc1ccccc1)S(=O)(=O)c1cc2[nH]c(=O)c(=O)[nH]c2cc1C	9%
CCN(Cc1ccccc1)C(=O)c1ccc(C)c(S(=O)(=O)N2CCCCC2)c1	-9%
c1ccc(CCNCCOc2ccccc2)cc1	-4%
Going on with the list:
SMILES	L3MBTL1 inh
Cc1ccc(NC(=O)CSc2nnnn2C2CC2)cc1S(=O)(=O)N1CCOCC1	-3%
Cc1ccccc1NC(=O)C1CCCN1S(=O)(=O)c1ccccc1C(F)(F)F (stereo not drawn)	6%
O=C(COC(=O)Cc1ccc(Cl)cc1)NCc1cccs1	3%
COC(=O)C(Cc1ccccc1)NC(=O)CCCC(=O)NCc1cccc(OC)c1 (stereo not drawn)	0%
CCOc1cccc(C(=O)Nc2ccc3ccccc3c2)c1	18%
Cc1noc(C)c1COc1cccc(C(=O)Nc2ccccc2)c1	8%
O=C(CCC(=O)c1ccc(F)cc1)OCc1nnc(-c2ccc([N+](=O)[O-])cc2)o1	-10%
Cc1cccc(NC(=O)C2CCN(S(=O)(=O)c3ccc4c(c3)OCCCO4)CC2)n1	-12%
COc1ccc(CC(=O)Nc2ccc(F)c(Cl)c2)cc1S(=O)(=O)N1CCOCC1	-1%
CC(C)CN1C(=O)C(=O)N(CC(=O)N(C)CC(=O)Nc2ccc(Cl)c(C(F)(F)F)c2)C1=O	-5%
Cc1ccc(-c2cc(NC(=O)c3ccccc3[N+](=O)[O-])n[nH]2)cc1	-4%

Structural class, the compounds so far with an NH in an aromatic ring
SMILES	L3MBTL1 inh
O=S(=O)(c1cccc(-c2n[nH]c(=S)n2-c2cccc(C(F)(F)F)c2)c1)N1CCOCC1	2%
COc1ccc(C(=O)Nc2ccc3[nH]ncc3c2)cc1OC	5%
CCN(C(=O)CN1CCC(C(=O)OC)CC1)c1c(N)n(Cc2ccccc2)c(=O)[nH]c1=O	1%
CCN(CC)C(=O)[C@H]1C[C@H](CC(=O)NCc2ccc(OC)c(OC)c2)C(=O)N2CCc3c([nH]c4cc(CCC(=O)N(C)C)ccc34)[C@]12C	-5%
Cc1ccc(S(=O)(=O)N2CCCCC2)cc1NC(=O)CSc1nc(N)cc(=O)[nH]1	-3%
Cc1ccc(C(=O)OCC(=O)c2c[nH]c3ccccc23)cc1S(=O)(=O)N1CCOCC1	-1%
CC[C@]12c3[nH]c4cc(-c5ccco5)ccc4c3CCN1C(=O)[C@@H](CC(=O)NCc1ccc(OC)c(OC)c1)C[C@@H]2C(=O)N1CCN(C(=O)c2ccco2)CC1	-16%
CCCn1c(SCC(=O)N2CCc3ccccc32)n[nH]c1=O	-5%
O=C(CCc1nc2sc3c(c2c(=O)[nH]1)CCCC3)NCCc1ccccc1	?
CCOc1ccc(OCCC(=O)N(CCCOC)c2c(N)n(Cc3ccccc3)c(=O)[nH]c2=O)cc1	-13%
C=CC[C@H](CC(=O)N[C@H](CO)Cc1ccccc1)C(=O)N[C@H](COC(=O)[C@@H](CC=C)CC(=O)OC(C)(C)C)Cc1c[nH]c2ccccc12	-6%
CCN(Cc1ccccc1)S(=O)(=O)c1cc2[nH]c(=O)c(=O)[nH]c2cc1C	9%
Cc1ccc(-c2cc(NC(=O)c3ccccc3[N+](=O)[O-])n[nH]2)cc1	-4%

These rows are one share of the data, so the mix of outcomes need not match the whole.
